Screening results: PubChem, NCI
NCI-60 one-dose screen, 48 h, at 10 µM unless noted. Numbers give growth in % (100 = growth as untreated, 0 = no growth, -100 = all killed).
UO-31 – UO-31 renal cancer; 5.2% of 81,000 active; AID 1794768
DU-145 – DU-145 prostate cancer | AID 1794760 | 4.2% of 81,000 active
TK-10 – TK-10 renal cancer cells; 3.9% of 81,000 active; AID 1794769
U251 – U251 CNS tumor cells | 5.4% of 80,000 active | AID 1794753
PC-3 – PC-3 prostate cancer cells. 3.9% of 80,000 active
SN12C – SN12C renal cancer cells. 3.8% of 81,000 active
SF-295 – SF-295 CNS cancer cells; 5.6% of 79,000 active; AID 1794758
786-0 – 786-0 renal cancer cells; 5.1% of 81,000 active; AID 1794775
SF-539 – SF-539 CNS cancer | 6.8% of 81,000 active
Numbers without * were called inactive; . = no result given; & = joins results of further samples. How the source made its calls: active means growth percent below 10; inactive means the rest.

SMILES	UO-31	DU-145	TK-10	U251	PC-3	SN12C	SF-295	786-0	SF-539
CN1CCN(Cc2ccc(NC(=O)c3ccc(C(C)(C)C)c(C#Cc4cnc5cccnn45)c3)cc2C(F)(F)F)CC1	-47*	-77*	-94*	-88*	-66*	-67*	-60*	-85*	-76*
Nc1ncc(-c2ccc3ncnc(Nc4cccc(Cl)c4F)c3c2)cn1	35	49	-2.8*	68	61	51	45	44	68
C=CC(CN1CCCCC1)OC(=O)C(c1ccccc1)c1ccccc1 (stereo not drawn)	86	113	107	105	95	91	101	102	104
O=C(NCCNc1nccc(-c2c(-c3cccc(O)c3)nc3sccn23)n1)c1ccc(N2CCOCC2)c(C(F)(F)F)c1	61	95	.	82	57	76	68	60	78
O=C1/C(=C2\SC(=S)N(Cc3ccco3)C2=O)SC(=S)N1Cc1ccco1	72	102	130	88	85	91	106	96	83
O=C(/C=C/c1cccc(F)c1)c1ccc(N2CCNCC2)cc1	77	78	114	72	66	68	102	85	94
O=C1CC(N2C(=O)/C(=C/c3cccnc3)SC2=S)C(=O)N1c1ccc(Cl)cc1 (stereo not drawn)	72	104	122	99	.	99	96	101	89
COc1ccc([C@H]2[C@H](C(=O)Nc3cccc(C)n3)c3ccccc3C(=O)N2c2ccc(OC)cc2)cc1	84	91	90	60	60	92	52	72	97
Cc1c(/C=C2\Oc3ccc4ccccc4c3C2=O)c(=O)n(-c2ccccc2)n1C	87	110	110	90	126	93	95	93	98
COc1ccc2[nH]cc(-c3noc(C(=O)c4cn(C)c5ccc(OC)cc45)n3)c2c1	73	109	107	95	.	96	98	103	96
CN(C)c1nc(NCCNS(=O)(=O)c2ccc(C(=O)/C=C/c3ccc(Cl)cc3)cc2)nc(N2CCOCC2)n1	-61*	6.9*	63	-92*	21	53	56	-42*	-68*
N#Cc1cnn(-c2ccc(-c3ccc(Cl)cc3)nn2)c1N	89	94	100	92	96	106	99	92	96
COc1ccc(NC(=O)c2c(Nc3ccc(OC)cc3OC)n[nH]c2N)c(OC)c1	70	108	117	96	91	90	92	107	116
O=C(O)C(C(=O)Nc1ccccc1)c1ccccc1 (stereo not drawn)	88	.	106	95	94	99	97	109	106
O=S(=O)(Nc1cc(F)cc(F)c1)c1ccc(-c2cnc(C3CC3)o2)cc1	50	70	63	33	48	47	21	36	29
CN(NS(=O)(=O)c1ccccc1)C(=O)c1ccccc1	81	131	106	103	95	99	126	110	102
CC1CCC(OC(=O)CC#N)CC1 (stereo not drawn)	103	107	.	94	113	104	89	96	94
COc1cc(/C=N/Nc2ncnc3c2c(C)nn3-c2ccccc2)ccc1O	65	74	69	84	80	70	105	86	91
CCOC(=O)c1cc[nH]c1CC(=O)NC	93	118	121	113	105	100	111	103	100
O=C(Cn1nnc2ccccc21)N/N=C/c1cccc(F)c1	76	116	107	101	89	100	101	106	101
CC(C)(C)c1ccc2oc(=O)n(SC(Cl)(Cl)Cl)c2c1	95	111	92	104	99	102	97	91	97
COc1cc(C2=NN(C=O)C(c3cn(Cc4ccc(Cl)cc4)c4ccccc34)C2)cc(OC)c1OC (stereo not drawn)	49	98	96	97	56	67	89	97	82
CC(=O)OC[C@H]1OC(Sc2sc(C(=O)c3ccc(C)cc3)c(N)c2-c2nc3ccccc3s2)[C@@H](OC(C)=O)[C@@H]1OC(C)=O (stereo partly drawn)	70	108	136	100	93	92	98	103	94
COc1cc2c(cc1OC)C(c1cc(OC)c(OC)c(OC)c1)CC(=O)N2 (stereo not drawn)	88	113	102	107	105	114	96	112	103
CSc1nc2c(c(=O)[nH]1)C(c1ccc(Cl)cc1)C1=C(N2)/C(=C/c2ccc(Cl)cc2)CNC1 (stereo not drawn)	17	39	79	-16*	42	40	69	88	.
NC(Cc1ccccc1)(C(=O)O)c1ccccc1 (stereo not drawn)	77	108	95	93	78	99	108	95	98
CC1=CCC2C1CC=C(C)C(CC[C@H]1[C@@](C)(O)CCC3OC(C)(C)[C@H](O)CC[C@@]31C)C2(C)C (stereo partly drawn)	48	102	95	64	29	77	67	68	95
COc1cc(/C=C2\C(=O)N(CCCOc3cc(O)c4c(=O)cc(-c5ccccc5)oc4c3)c3ccccc32)cc(OC)c1O	62	86	87	61	67	91	101	93	81
Cc1nc(Nc2ccc(F)cc2)nc(Nc2ccc(F)cc2)c1[N+](=O)[O-]	87	85	85	63	.	81	77	34	69
CC(C)(C)c1cc(-c2cc(C(C)(C)C)c(O)c(C(C)(C)C)c2)cc(C(C)(C)C)c1O	88	111	106	89	84	102	106	103	.
CS(=O)(=O)c1cccc(-c2c(-c3cccc(OCc4ccccc4)c3)nc3sccn23)c1	53	109	101	100	77	86	92	94	93
Oc1c(CN2CCCC2)cc(COCc2ccccc2)c2cccnc12	-1.6*	30	11	1.1*	25	28	18	6.0*	-5.3*
O=C(CCN1CCCCC1)c1ccccc1	86&86	116&105	135&107	134&95	76&100	114&113	88&87	96&98	98&101
CC(=O)CC(=O)N1CCc2ccccc21	80	.	103	101	93	100	93	101	92
CCOC(=O)/C(C#N)=C/c1cccc(OC)c1	100	118	.	99	92	106	97	106	100
CCOC(=O)Cc1ccc(N)cc1	123&88	122&124	111&98	95&105	92&106	114&104	119&106	115&100	108&123
O=C1CCN2C=CC=CC2=N1	94	108	97	103	105	102	101	106	107
O=C(O)CCCC1CCCCC1	88	104	96	99	103	101	104	103	108
CCCCCCCCC(CC)(CC)C(=O)O	91	110	101	100	90	100	100	97	100
CC(C)NCCCCCSc1ccnc(N)n1	98	107	25	95	81	122	105	.	93

Eleven entries out of the list, arranged by formula weight, rising.
SMILES	UO-31	DU-145	TK-10	U251	PC-3	SN12C	SF-295	786-0	SF-539
O=C1CCN2C=CC=CC2=N1	94	108	97	103	105	102	101	106	107
O=C(O)CCCC1CCCCC1	88	104	96	99	103	101	104	103	108
CC(=O)CC(=O)N1CCc2ccccc21	80	.	103	101	93	100	93	101	92
O=C(CCN1CCCCC1)c1ccccc1	86&86	116&105	135&107	134&95	76&100	114&113	88&87	96&98	98&101
CCOC(=O)/C(C#N)=C/c1cccc(OC)c1	100	118	.	99	92	106	97	106	100
CC(C)(C)c1ccc2oc(=O)n(SC(Cl)(Cl)Cl)c2c1	95	111	92	104	99	102	97	91	97
Oc1c(CN2CCCC2)cc(COCc2ccccc2)c2cccnc12	-1.6*	30	11	1.1*	25	28	18	6.0*	-5.3*
COc1cc2c(cc1OC)C(c1cc(OC)c(OC)c(OC)c1)CC(=O)N2 (stereo not drawn)	88	113	102	107	105	114	96	112	103
CS(=O)(=O)c1cccc(-c2c(-c3cccc(OCc4ccccc4)c3)nc3sccn23)c1	53	109	101	100	77	86	92	94	93
COc1cc(C2=NN(C=O)C(c3cn(Cc4ccc(Cl)cc4)c4ccccc34)C2)cc(OC)c1OC (stereo not drawn)	49	98	96	97	56	67	89	97	82
CC(=O)OC[C@H]1OC(Sc2sc(C(=O)c3ccc(C)cc3)c(N)c2-c2nc3ccccc3s2)[C@@H](OC(C)=O)[C@@H]1OC(C)=O (stereo partly drawn)	70	108	136	100	93	92	98	103	94

Additional results follow:
SMILES	UO-31	DU-145	TK-10	U251	PC-3	SN12C	SF-295	786-0	SF-539
COc1cc(CNC(=O)CCCC/C=C/C(C)C)ccc1OCc1nnc(Nc2ccc(Cl)cc2)o1	68	103	146	103	94	89	98	98	94
CC(C)(C)n1cc(-c2ccnc(NCCCNS(=O)(=O)c3ccc(Br)cc3)c2)c(-c2cccc(F)c2)n1	67	93	120	65	51	79	79	81	77
CCSc1nc(-c2ccc(Br)cc2)c(C#N)c(=O)[nH]1	82	118	.	100	113	100	114	101	105
COc1ccc(/C(=C\c2ccc3c(c2)OCO3)C(=O)Nc2nc3ccccc3s2)cc1	92	102	104	101	106	98	.	97	104
COc1ccc(CN2C(=O)/C(=C\C(=O)c3ccc(OCCN4CCCCC4)cc3)c3ccccc32)cc1	39	66	113	80	81	26	91	37	86
CCOC(=O)c1c(N2CCCC2)[nH]c(=O)c(C=Nc2cc(Cl)cc(Cl)c2)c1O	87	124	121	105	89	98	120	107	100
COc1cc(Cl)c(C)cc1NC(=O)CC(C)=O	77	108	142	100	96	94	104	104	96
C=CCc1ccccc1OCC(O)CNC(C)C (stereo not drawn)	76	113	95	93	83	96	103	104	107
Cc1ccc(/C=N/n2c(CN3CCCC3)nc3ccccc3c2=O)cc1	82	109	106	103	96	99	104	103	106
C/C(=N\O)c1ccc(NC(=O)CCN2CCN(c3cc4c(cc3F)c(=O)c(C(=O)O)cn4C3CC3)CC2)cc1	88	107	105	102	92	106	101	100	99
Cc1cc(C)nc(NS(=O)(=O)c2ccc(Nc3nc(C)c4c(=O)[nH]c(SCc5ccccc5)nc4n3)cc2)n1	90	105	134	93	90	88	124	100	112
O=C(OCc1nc2nc(Cl)nc(N3CCOCC3)c2[nH]1)n1ccnc1	-81*	9.5*	-77*	1.1*	-25*	8.5*	95	-81*	-20*
COC(=O)c1cc(C=C(C)C)[nH]c(=O)c1C#N	.	111	90	97	99	95	94	95	95
COc1ccc(-n2c(C)c(C(C)=O)c3c(-c4ccc5c(c4)OCO5)nc4ccccc4c32)cc1O	69	92	109	89	75	89	82	88	97
O=C1CC(=O)c2ccccc21	74&74	105&110	129&144	97&106	81	102&95	96&102	104&134	99&97
O=C(CCC(=O)Oc1c(Cl)cc(Cl)cc1[N+](=O)[O-])Oc1c(Cl)cc(Cl)cc1[N+](=O)[O-]	57	120	126	105	100	102	112	94	108
NS(=O)(=O)c1ccc(NC2Nc3nc4ccccc4nc3S2)cc1 (stereo not drawn)	98	106	107	102	102	98	98	91	99
COc1ccc([N+](=O)[O-])c(/C=C/C(=O)c2ccccn2)c1	73	28	126	42	82	81	133	93	95
Cc1ccc2oc(=O)cc(C3C(C#N)=C(N)Oc4c3ccc3ccccc43)c2c1 (stereo not drawn)	72	96	92	83	56	93	76	81	83
COc1ccc(/C=C2\S/C(=N\N=C(c3ccccc3)c3ccccc3)NC2=O)cc1	77	99	89	92	72	101	84	94	104
Cc1cc(C)c2c(Cc3cn4ccc(C)cc4nc3=O)cc(=O)oc2c1	96	106	94	96	98	93	101	91	98
CC(C)(C)[Si](C)(C)O[C@@H](CCO)C[C@H](CCCc1ccccc1)c1cc2ccccc2s1	83	100	104	93	75	96	102	88	102
O=C1CCc2c(sc3[nH]c(=S)n(-c4cccc(Cl)c4)c(=O)c23)C1	91	104	112	91	60	104	97	106	97
S=c1nc[nH]c2c1ncn2-c1ccc(Cl)cc1	87	97	98	95	95	106	105	93	94
COc1ccc(/C=N\NC(=O)c2cnn(CC(O)c3ccccc3)c2N)cc1OCc1ccc(F)cc1 (stereo not drawn)	90	82	114	83	74	101	72	92	63
C=C(C)[C@@H]1CC[C@]2(C(=O)O)CC[C@]3(C)[C@H](CC[C@@H]4[C@@]5(C)C[C@@H](CC#Cc6ccc(C(C)=O)s6)[C@H](O)C(C)(C)[C@@H]5CC[C@]43C)[C@@H]12	57	57	50	32	26	68	49	59	83
COc1cc(/C=C2\SC(=S)NC2=O)ccc1OCCOc1ccc(/C=C2\SC(=S)NC2=O)cc1OC	93	105	.	105	125	111	110	104	107
COc1ccc(-c2nonc2-[n+]2noc(=O)[nH]2)cc1	84	118	117	105	105	103	101	104	99
COc1ccc(/C=C/C(=O)CC2(O)C(=O)Nc3cc(Br)ccc32)cc1 (stereo not drawn)	63	106	203	97	83	95	100	109	95
CC(=O)N=C1N(/C=C2\C(=O)Oc3ccccc3C2=O)C(=O)/C(=C/c2cccc([N+](=O)[O-])c2)N1C	90	.	113	99	98	96	106	106	102
Cc1ccc(C(=O)CCC(=O)NNc2ccc(S(N)(=O)=O)cc2)cc1	81	110	117	111	99	99	102	101	95
CCOC(=O)C/C(C)=N\NC(N)=S	95	95	101	.	95	96	100	101	97
Nc1ccccc1SC1CC(=O)N(c2ccccc2Cl)C1=O (stereo not drawn)	77	114	116	100	105	95	99	93	92
CCN(CC)c1nc(C)c(C)c(C#N)c1C#N	83	107	89	90	98	104	101	94	92
O=Cc1cc2c(cc1Br)OCO2	84	114	97	92	93	100	103	103	102
CC1=C2CCCCC2CCC1=O (stereo not drawn)	98	130	104	98	93	100	116	98	95
N#Cc1c(-c2ccc(Cl)cc2)csc1NC(=O)Nc1ccc(Cl)c(C(F)(F)F)c1	28	5.8*	10	2.6*	1.9*	14	-27*	36	31
COC(=O)c1nc(-c2ccccc2)oc1Sc1ccc(C)cc1	80	109	96	91	100	100	105	93	107
CCC(C)n1c(=N)c(S(=O)(=O)c2ccccc2)cc2c(=O)n3ccccc3nc21 (stereo not drawn)	53	107	78	90	97	93	97	88	92
CC(C)C[C@H](C(=O)O)N(C)C(=O)[C@@H]1CCCN1C(=O)[C@H](C)O	91	102	90	102	99	101	100	102	109
COc1ccc(N2C(=O)CCC2C(=O)Nc2ccccc2OC)cc1 (stereo not drawn)	94	105	115	102	102	101	104	101	102
Cc1cc(=O)[nH]c(N)n1	97&90&91&85	108&110&106&117	104&91&104&95	99&98&104&110	88&79&101&91	91&104&110&98	104&106&105&128	110&101&99&109	103&106&103&114
CCCCCCCCCCCCSSC(=S)OC(C)C	29	105	94	83	114	81	104	80	97
CCOC(=O)c1c(C)oc2ncnc(N3CCN(C(=O)COc4ccc(Cl)c(Cl)c4)CC3)c12	68	96	105	80	84	95	86	94	85
CC[N+](C)(CC)CCOc1ccc(OCC[N+](C)(CC)CC)c2c1C(=O)c1ccccc1C2=O	81	101	113	102	91	58	95	107	102
O=C(NCCCCCCCNC(=O)OCc1ccc2c(Cl)cc(Cl)c(O)c2n1)OCc1ccc2c(Cl)cc(Cl)c(O)c2n1	-100*	-87*	-81*	-91*	-55*	-77*	1.2*	-63*	-97*
Cc1ccc(/C=C/C(=O)c2ccc(NC(=O)CSc3nc4c([nH]3)c(=O)n(C)c(=O)n4C)cc2)cc1	94	108	97	96	101	93	98	102	100
